High-throughput results: PubChem, several laboratories
ERb coact inh – ER-beta (human) coactivator binding inhibition. Q92731. TR-FRET ER-beta LBD / SRC1-Cy5 peptide binding; receptor agonist-loaded with 1 µM estradiol. inhibition, % at 25.6 µM. 86,000 compounds, 1.3% hits. AID 633;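 active = compounds whose percent inhibition of the receptor-coactivator binding signal exceeds about 50% in the single-dose screen, limit read from the data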;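 note: 0% = receptor plus peptide wells without compound and 100% = peptide-only wells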
Target sequence (Q92731 whole entry, looked up, the tested form may be a part): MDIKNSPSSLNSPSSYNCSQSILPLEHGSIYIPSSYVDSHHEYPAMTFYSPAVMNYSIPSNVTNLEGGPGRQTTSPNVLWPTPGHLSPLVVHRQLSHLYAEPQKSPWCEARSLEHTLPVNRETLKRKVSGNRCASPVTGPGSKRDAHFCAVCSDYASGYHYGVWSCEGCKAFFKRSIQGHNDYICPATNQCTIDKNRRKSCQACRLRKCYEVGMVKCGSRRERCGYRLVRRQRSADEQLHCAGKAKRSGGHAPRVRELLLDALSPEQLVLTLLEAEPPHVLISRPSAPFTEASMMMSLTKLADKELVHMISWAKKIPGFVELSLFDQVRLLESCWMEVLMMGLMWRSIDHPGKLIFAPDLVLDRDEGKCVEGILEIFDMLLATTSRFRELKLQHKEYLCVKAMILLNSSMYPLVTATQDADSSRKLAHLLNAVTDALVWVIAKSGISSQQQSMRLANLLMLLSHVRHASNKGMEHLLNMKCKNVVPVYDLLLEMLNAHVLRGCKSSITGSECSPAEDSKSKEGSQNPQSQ
Lung fibro prol – blocks proliferation of human lung fibroblasts. LL 47 human lung fibroblast viability, ATP luminescence; hits give low values. viability, % at 10 µM. 85,000 compounds, 1.1% hits;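 active = viability at or below 50% in the single dose screen; inactive = viability above 50%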;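 note: compound exposure lasted 72 h before the ATP readout; 100% = median luminescence of untreated cell-only wells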
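Assay system: human lung fibroblast line LL 47, low passage. Input: 1,150 fibroblasts seeded per well. Times: overnight cell rest, 72 h compound treatment at 37 °C. Evaluation: % viability of median cell-only signal. Technique: luminescent ATP detection, CellTiter-Glo. Control set: cell-only wells, no compound.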
ERa SRC1 inh – ER-alpha (human) coactivator binding inhibition; inhibition, % at 25.6 µM; TR-FRET ER-alpha LBD / SRC-1 peptide, estradiol-bound; 86,000 compounds, 1.7% hits; P03372; AID 629; in the data active = inhibition above about 50%;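 note: 0% = receptor plus peptide control and 100% = peptide only without receptor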
H69AR inhibit – blocks growth of human H69AR lung tumor cells; H69AR lung tumor viability, ATP luminescence, 72 h; hits give low values; viability, % at 10 µM; 85,000 compounds, 6% hits; AID 598;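 active = viability at or below 40%; inactive = viability above 40%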;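 note: multidrug resistant small cell line overexpressing MRP-1 efflux transporter; 100% = mean luminescence of untreated control wells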
ERa coact pot – enhances coactivator binding to human estrogen receptor alpha | P03372 | TR-FRET ERalpha-LBD/SRC-Cy5 coactivator binding, 2 h; 100 = basal binding, no effect | coactivator binding (% of control), % at 25.6 µM | 86,000 compounds, 1.3% hits | AID 639; in the data active = activity above about 200%;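 note: binding measured in presence of low estradiol as agonist stimulus; 0% = peptide alone without receptor and 100% = receptor with peptide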
Smad3 inh – inhibitors of human Smad3 transcription factor binding; AID 630; TR-FRET Smad3/Dy647-FoxH1 peptide binding, europium anti-His; 88,000 compounds, 0.29% hits; inhibition, % at 25 µM;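 active = compounds that reduce the energy-transfer binding signal between the protein and its labelled peptide by more than half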;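 note: 0% = Smad3 plus labelled peptide maximal FRET and 100% = peptide-only background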
HUVEC inhibit – inhibitors of human endothelial cell proliferation. viability, % at 10 µM (by protocol). HUVEC proliferation, CellTiter-Glo luminescence, 72 h; hits give low values. AID 648. 86,000 compounds, 1.1% hits;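 active = viability at or below 30%; inactive = viability above 30%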;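 note: 100% = median luminescence of DMSO-only cell control wells on each plate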
Calb biofilm kill – kills Candida albicans biofilms. C. albicans biofilm + clotrimazole, Alamar Blue. inhibition, % at 6 µM. 85,000 compounds, 0.14% hits;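 active = inhibition above 20%; inactive = inhibition below 20%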;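 note: preformed 24 hr biofilms exposed to compound for 48 hr; 0% = biofilm without compound and 100% = blank killed by clotrimazole plus chlorhexidine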
sEH act – increases human soluble epoxide hydrolase activity. 91,000 compounds, 0.04% hits. purified human sEH enzymatic activity, activator screen. activation, % at 2 µM; in the data active = activation above about 37%; note: values of inactives mirror those of a sister screen read the other way
Target sequence (P34913 whole entry, looked up): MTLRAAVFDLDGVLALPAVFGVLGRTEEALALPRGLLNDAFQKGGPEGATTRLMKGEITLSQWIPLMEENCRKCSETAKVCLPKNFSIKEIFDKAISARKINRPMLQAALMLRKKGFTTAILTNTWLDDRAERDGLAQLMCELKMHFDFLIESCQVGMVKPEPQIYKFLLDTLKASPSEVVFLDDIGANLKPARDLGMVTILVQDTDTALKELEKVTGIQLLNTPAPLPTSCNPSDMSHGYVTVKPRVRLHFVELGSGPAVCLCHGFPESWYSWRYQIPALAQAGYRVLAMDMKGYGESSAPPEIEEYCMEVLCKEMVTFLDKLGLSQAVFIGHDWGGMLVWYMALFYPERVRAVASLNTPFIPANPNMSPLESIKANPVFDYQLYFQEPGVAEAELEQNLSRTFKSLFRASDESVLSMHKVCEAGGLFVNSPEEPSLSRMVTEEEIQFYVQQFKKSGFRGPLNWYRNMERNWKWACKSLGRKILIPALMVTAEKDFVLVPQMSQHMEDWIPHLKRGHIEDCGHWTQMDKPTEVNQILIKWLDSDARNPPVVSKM
Numbers without * were called inactive; / = no result given; [ ] = remark or other dose. Only part of the results is shown; the hit share may differ from the screen's.

cpd | compound | Calb biofilm kill | sEH act | HUVEC inhibit | ERa coact pot | ERb coact inh | Smad3 inh | ERa SRC1 inh | H69AR inhibit | Lung fibro prol
1 | O=C(Nc1ccc(Br)cc1F)C1CCN(c2nnc(-n3cccc3)s2)CC1 | -7 | -10 | 62 | 102[fluorescence artefact?] | 12 | 10 | 3 | 92 | 102
2 | N#CC1=C(SCC(=O)NC2CC2)NC(=O)C(C#N)C12CCCCC2 (stereo not drawn) | 10 | -6 | 84 | 129 | -13 | 6 | -7 | 100 | 95
3 | CCC(=O)n1nc(-c2ccc(Cl)cc2)nc1NCc1ccccc1 | 8 | / | 45 | 70[fluorescence artefact?] | 7 | -12 | 11[fluorescence artefact?] | 17* | 52
4 | COc1ccc2c(c1)CCc1c(C(=O)NCCCn3ccnc3)noc1-2 | 0 | 1 | 93 | 101 | -4 | 4 | 0 | 1.5* | 107
5 | COc1cc(CN2CCN(S(=O)(=O)c3ccc(F)cc3)CC2)cc(OC)c1OC | 5 | -4 | 104 | 101 | 9 | 2 | -3 | 83 | 102
6 | Nc1c2c(nc3ccn(Cc4ccccc4)c(=O)c13)CCC2 | -1 | 6 | 78 | 103 | -2[fluorescence artefact?] | 5 | 7 | 76 | 94
7 | CCOc1cc(NC(=O)c2ccco2)c(OCC)cc1NC(=O)Cc1cccc(OC)c1 | 7 | -8 | 91 | 82[fluorescence artefact?] | 8 | 0 | 9 | 74 | 97
8 | O=C(COC(=O)CCCc1c[nH]c2ccccc12)Nc1ccc2c(c1)OCO2 | 5 | 0 | 92 | 113[fluorescence artefact?] | 3 | -5 | 2 | 98 | 103
9 | COc1ccc(-c2nnn(CC(=O)N3CCOCC3)n2)cc1 | 5 | -2 | 107 | 97 | -6 | -6 | -2 | 99 | 102
10 | Cc1cccc(C=Nc2ccccc2C(N)=O)c1 | 0 | 10 | 63 | 95 | 1 | 2 | 1 | 23* | 58
11 | N#Cc1c2c(c(-c3ccco3)[nH]c1=O)CCCC2 | -3 | -3 | 102 | 111 | -4 | -2 | -6[fluorescence artefact?] | 97 | 98
12 | Nc1nc2nccc(-c3ccc(Cl)cc3)n2n1 | -3 | / | 46 | 108[fluorescence artefact?] | -2[fluorescence artefact?] | -18 | 3[fluorescence artefact?] | 91 | 99
13 | C=C(C)CSc1nnc2n(C)c(=O)c3c4c(sc3n12)CCC4 | 8 | / | 93 | 90[fluorescence artefact?] | -2[fluorescence artefact?] | -1 | 4 | 92 | 92
14 | COc1ccc(CNC(=O)C2CC(=O)N(c3ccc(OCC(=O)N4C(C)CCCC4C)cc3)C2)cc1 (stereo not drawn) | 7 | -34 | 89 | 105 | -12 | 6 | 4 | 94 | 92
15 | COc1cccc(C2C(C#N)=C(N)OC3=C2C(=O)CC(c2ccco2)C3)c1OCc1ccc(F)cc1 (stereo not drawn) | 3 | / | 78 | 94 | 37[fluorescence artefact?] | 4 | 10 | 88 | 96
16 | Cc1ccc(N2CCn3c2nc2c3c(=O)n(CCc3ccccc3)c(=O)n2C)cc1 | 1 | / | 103 | 182[fluorescence artefact?] | 49[fluorescence artefact?] | 1[fluorescence artefact?] | 60*[fluorescence artefact?] | 77 | 111
17 | Cc1[nH]c(=S)[nH]c(=O)c1CCOc1ccccc1 | 5 | -7 | 83 | 106 | -5 | 5 | -5 | 88 | 86
18 | CCOC(=O)c1c(N)sc2c1CCC(CC)C2 (stereo not drawn) | 3 | 3 | 107 | 75 | 0 | 4 | -4 | 102 | 109
19 | COc1ccccc1CN(Cc1nc2ccccc2c(=O)[nH]1)S(=O)(=O)c1ccc(C)cc1 | 0 | -10 | 85 | 99 | 17[fluorescence artefact?] | 0 | -4 | 105 | 103
20 | CCC(NS(=O)(=O)c1ccc(C)cc1)C(=O)Nc1ccc(NC(C)=O)cc1 (stereo not drawn) | 8 | -10 | 94 | 101 | -8 | -9 | -10 | 85 | 101
21 | COc1ccc(NC(=O)C2CCN(C(=O)c3cccs3)CC2)cc1 | 2 | -8 | 87 | 108 | -2 | -5 | -9 | 91 | 103
22 | CCS(=O)(=O)CCSC(=N)N | 1 | -6 | 88 | 95 | 1 | -14 | 11 | 90 | 94
23 | CCOc1cc(N2CCOCC2)c(OCC)cc1NC(=O)COC(=O)CCc1c[nH]c2ccccc12 | 5 | 14 | 87 | 111[fluorescence artefact?] | 5 | 1 | 12 | 95 | 93
24 | COC(=O)C1CCCN1C(=O)c1cccs1 (stereo not drawn) | 7 | -4 | 99 | 107 | -30 | 3[fluorescence artefact?] | -32 | 107 | 108
25 | O=c1oc2ccccc2c(Nc2cccc(O)c2)c1[N+](=O)[O-] | 0 | 12 | 91 | 85 | 4 | 18 | 2 | 87 | 100
26 | Nc1nc(N)c2nc(-c3ccccc3)c(N)nc2n1 | 6 | / | 100 | 115 | -3 | 6 | -3 | 88 | 97
27 | O=C(CCCc1ccccc1)Nc1nncs1 | 9 | -17 | 66 | 111 | -13 | -9 | -12 | 95 | 102
28 | O=C(Nc1cccnc1)c1cc2nc(C3CC3)cc(C(F)(F)F)n2n1 | 4 | 2 | 96 | 97 | 11 | 1 | 9 | 102 | 104
29 | CC(=O)C1=C(N2CCCCC2)CCC1=O | 15 | -10 | 88 | 111 | 10 | 5 | -5 | 100 | 102
30 | CC1=C(C)CC(C(=O)NCc2ccc3c(c2)OCO3)C(C(=O)O)C1 (stereo not drawn) | -1 | 4 | 99 | 103 | -11 | 0 | -3 | 69 | 107
31 | Cc1ccc(CN2CCN(C(=O)C3CCCO3)CC2)cc1 (stereo not drawn) | 2 | -1 | 102 | 121 | 0 | -1 | -1 | 101 | 94
32 | O=C(CCNS(=O)(=O)c1ccc(Br)s1)NC1CCCC1 | 10 | / | 108 | 94 | -4 | 1 | -4 | 98 | 95
33 | COc1ccc(C)cc1NC(=O)CN(c1ccccc1)S(C)(=O)=O | 3 | / | 94 | 92 | 17 | -4 | -1 | 97 | 90
34 | COc1ccc(-c2nc(CS(=O)CC(=O)N3CCc4ccccc4C3)c(C)o2)cc1 (stereo not drawn) | 6 | 2 | 90 | 107 | -11[fluorescence artefact?] | 0 | -6 | 79 | 93
35 | CCOC(=O)C(Sc1nnc(-c2ccncc2)o1)C(C)=O (stereo not drawn) | 10 | -18 | 99 | 80 | 20[fluorescence artefact?] | -2 | 3[fluorescence artefact?] | 74 | 100
36 | COc1cccc(-n2nnc3c(=O)n(CC(=O)NCC4CCCO4)cnc32)c1 (stereo not drawn) | 5 | -2 | 96 | 107 | -5[fluorescence artefact?] | 2 | -3 | 89 | 100
37 | CCCSc1nnc(Sc2nnnn2-c2ccccc2)s1 | 4 | -11 | 7.6* | 122 | 3[fluorescence artefact?] | 4 | 6[fluorescence artefact?] | 5.4* | 52
38 | COC(=O)N1CC(C)N(C(=O)OC)CC1C (stereo not drawn) | 3 | / | 95 | 113 | 0 | 1 | -6 | 101 | 97
39 | CN1CCN(S(=O)(=O)c2ccc(-c3ccccc3)cc2)CC1 | 11 | 2 | 97 | 69[fluorescence artefact?] | 17[fluorescence artefact?] | -7 | 8 | 93 | 106
40 | O=C(NCCC1=CCCCC1)C1CCN(S(=O)(=O)c2cccs2)CC1 | 4 | -50 | 88 | 124 | -4 | -1 | 0 | 80 | 101
41 | O=C(Nn1cnnc1)c1cc2cc(Br)ccc2oc1=O | 9 | -2 | 89 | 136 | 0 | 5 | -1 | 84 | 105
42 | Cc1nc(SCC(=O)NCC2CCCO2)c2oc3ccccc3c2n1 (stereo not drawn) | 6 | -21 | 94 | 102[fluorescence artefact?] | -5[fluorescence artefact?] | 8 | 8 | 82 | 101
43 | CC1CC(C)CN(S(=O)(=O)c2ccc(C(=O)Nc3sccc3C(N)=O)cc2)C1 (stereo not drawn) | 6 | 18 | 43 | 253*[fluorescence artefact?] | 21 | -7 | 15 | 95 | 92
44 | COc1ccc(CN(C2CCCC2)S(=O)(=O)c2ccc(-n3cnnn3)cc2)cc1 | 11 | -6 | 100 | 130 | -3 | 6 | 15 | 62 | 84
45 | Cc1cc(C)cc(NC(=O)CSc2nnc(CNC(=O)c3cccs3)o2)c1 | -7 | 4 | 101 | 98 | -1 | -1 | -2 | 101 | 101
46 | C=CCn1c(SCC(=O)N(CC)CC)nc(O)cc1=O | 7 | 1 | 89 | 116 | 3 | 14 | 2[fluorescence artefact?] | 98 | 101
47 | CCN(CC)CCn1c(NCc2nc3ccccc3n2Cc2ccccc2)nc2ccccc21 | 5 | -15 | 46 | 81 | -3 | 9 | -1 | 64 | 58
48 | O=C1NC(=S)N/C1=C\c1cccc([N+](=O)[O-])c1 | 4 | -5 | 91 | 107 | 5[fluorescence artefact?] | 3 | 13 | 97 | 95
49 | CSc1nnc2c3ccccc3n(CCc3ccccc3)c2n1 | 11 | / | 73 | 116 | -1 | 3 | -5 | 79 | 86
50 | CCN(CCNC(=O)C1CCN(S(=O)(=O)c2cccc3nsnc23)CC1)c1ccccc1 | -5 | -44 | 96 | 104 | -1 | -3 | -2 | 101 | 99
51 | Cc1ccc(NC2(C#N)C(=O)Nc3ccccc32)cc1 (stereo not drawn) | -4 | -15 | 86 | 98 | 23 | 6 | 21 | 79 | 94
52 | CC(=O)Nc1cccc(OCC(=O)NS(=O)(=O)c2ccc(Cl)cc2)c1 | 3 | 5 | 103 | 79 | 36 | 3 | 12 | 90 | 96
53 | O=C(CSc1nnc2scc(-c3ccc(Cl)cc3)n12)NCc1ccc2c(c1)OCO2 | 7 | 4 | 80 | 213* | 0[fluorescence artefact?] | -22[fluorescence artefact?] | 16[fluorescence artefact?] | 64 | 105
54 | COC(=O)c1ccc(Oc2nc(NC(C)C)nc(SC)n2)cc1 | -2 | -1 | 93 | 105 | -17 | -2 | -12 | 86 | 101
55 | CNC(=O)CN1C(=O)CSc2nc(C)cc(C)c21 | -2 | / | 102 | 108 | -4 | -1 | -1 | 106 | 107
56 | CCc1ccc(-n2c(SCc3c(C)noc3C)nnc2-c2ccncc2)cc1 | 4 | 2 | 91 | 112 | 1[fluorescence artefact?] | 5 | 7[fluorescence artefact?] | 91 | 87
57 | N#CCSc1nnc(COc2ccc3ccccc3c2)o1 | 0 | 5 | 93 | 116 | -7 | -5 | -6 | 93 | 92
58 | C/C(=N\S(=O)(=O)c1ccc(C)cc1)N1CCN(S(=O)(=O)c2ccccc2)C1 | / | / | 98 | 115 | 1 | -3 | -5 | 85 | 102
59 | CCc1cccc(OCCCCNCCO)c1 | 4 | -6 | 90 | 97 | 14 | -3 | 25 | 94 | 105
60 | CC(NC(=O)c1cccnc1)C(c1cccs1)N1CCOCC1 (stereo not drawn) | 9 | -6 | 77 | 108 | -26[fluorescence artefact?] | 8 | -23 | 89 | 97

Next section:
cpd | compound | Calb biofilm kill | sEH act | HUVEC inhibit | ERa coact pot | ERb coact inh | Smad3 inh | ERa SRC1 inh | H69AR inhibit | Lung fibro prol
61 | Cc1cc(C)c2[nH]c(=O)c(C(c3nnnn3C(C)(C)C)N(Cc3ccco3)CC3CCCO3)cc2c1 (stereo not drawn) | 5 | -14 | 86 | 145[fluorescence artefact?] | 35[fluorescence artefact?] | 39[fluorescence artefact?] | 33[fluorescence artefact?] | 76 | 90
62 | Cc1cc(=O)n2[nH]c(-c3ccc(Cl)cc3)cc2n1 | 5 | -1 | 90 | 89 | 5 | -2 | 3 | 97 | 95
63 | Cc1c(NC(=O)CSc2nnc(-c3cccc(Cl)c3)o2)c(=O)n(-c2ccccc2)n1C | 3 | 0 | 105 | 108 | 2 | -3 | -8 | 95 | 99
64 | CCOC(=O)Nc1nc2ccccc2s1 | 3 | -2 | 110 | 122 | -1[fluorescence artefact?] | -2 | 6[fluorescence artefact?] | 94 | 121
